PriA SSB inh: inhibitors of Klebsiella pneumoniae PriA binding to SSB C-terminal tail, primary screen, biochemical, AlphaScreen | PriA–SSB C-terminal tail interaction (Klebsiella pneumoniae) | AlphaScreen SSBct-PriA binding, biotinylated peptide | inhibition, % at 33 µM | actives 0.6% (n = 430,000); in the data active = inhibition mostly above about 37%, no sharp cut-off; inactive = mostly below about 20%;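 also: plate controls were negative control peptide for no effect and reference peptide for full effect; strong numbers were not always called active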
MazF activator: activators of E. coli MazEF toxin-antitoxin RNase, primary screen, biochemical, fluorescence, uHTS; activation, % at 20 µM; FAM/BHQ RNA-DNA oligo cleavage fluorescence, 5 h; Endoribonuclease toxin MazF (Escherichia coli (strain K12)), P0AE70; actives 0.32% (n = 350,000); AID 504720, 2011; in the data active = activation above about 50%
Target sequence (P0AE70 whole entry, looked up): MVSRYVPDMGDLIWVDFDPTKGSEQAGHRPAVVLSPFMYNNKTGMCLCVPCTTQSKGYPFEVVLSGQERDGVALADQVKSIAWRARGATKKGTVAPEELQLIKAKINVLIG
CCHFV vOTU inh: CCHFV vOTU protease inhibitors, primary screen, biochemical, Pep-AMC substrate, fluorescence. AID 651958, 2012. actives 0.55% (n = 370,000). inhibition, % at 11.5 µM; in the data active = inhibition above about 30%; also: 0% = vehicle wells with enzyme and 100% = no enzyme wells
VHR inh abs: VHR1 phosphatase inhibitors, primary screen, biochemical, absorbance, uHTS; Dual specificity protein phosphatase 3 (Homo sapiens), P51452; recombinant VHR phosphatase, pNPP absorbance; inhibition, % at 13.3 µM; actives 0.52% (n = 290,000); in the data active = inhibition above about 50%; also: some compounds called inactive have numbers as strong as hits
Target sequence (P51452 whole entry, looked up): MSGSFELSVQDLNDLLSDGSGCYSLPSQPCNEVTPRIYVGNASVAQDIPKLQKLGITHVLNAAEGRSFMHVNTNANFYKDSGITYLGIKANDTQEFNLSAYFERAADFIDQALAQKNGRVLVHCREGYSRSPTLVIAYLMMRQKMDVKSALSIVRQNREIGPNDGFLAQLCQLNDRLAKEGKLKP
BoNT F protease: BoNT/F light chain protease inhibitors, primary screen, biochemical, flow cytometry, MLPCN library; actives 0.22% (n = 360,000); inhibition, % at 10 µM; Botulinum neurotoxin type F light chain protease (Clostridium botulinum); AID 588497, 2011; Multiplex microsphere protease cleavage assay; in the data active = inhibition above about 35%, passing the limit was not always enough; inconclusive = no clear call, values can overlap the other calls; also: plate controls were buffer without enzyme for full effect and enzyme alone for no effect
PrPC TRFRET: inhibitors of human cell surface prion protein PrPC, primary screen, cell-based, TR-FRET | Major prion protein (Homo sapiens), P04156 | inhibition, % at 13.8 µM | AID 720596, 2013 | TR-FRET read-out | actives 0.43% (n = 370,000); in the data active = inhibition above about 24%; also: 0% = median of the test wells and 100% = reference compound wells
BoNT-A LC inh2: BoNT/A light chain protease inhibitors, primary screen, biochemical, flow cytometry, MLPCN library; Botulinum neurotoxin type A light chain protease (Clostridium botulinum A str. ATCC 3502); multiplex microsphere protease substrate cleavage; inhibition, % at 10 µM; actives 0.17% (n = 360,000); also: plate controls were buffer without enzyme for full effect and enzyme alone for no effect
Anthrax LF prot: Bacillus anthracis LF protease inhibitors, primary screen, biochemical, multiplex microsphere, MLPCN library | inhibition, % at 10 µM | multiplex microsphere protease cleavage assay | AID 588501, 2011 | actives 0.12% (n = 360,000) | Lethal factor (Bacillus anthracis), P15917; also: plate controls were buffer without enzyme for full effect and enzyme alone for no effect
Rv3671c inh: Rv3671c serine protease inhibitors, primary screen, biochemical, fluorescence polarization, M. tuberculosis H37Rv | P9WHR9 | inhibition, % at 5.96 µM | actives 0.048% (n = 320,000); in the data active = inhibition above about 38%;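 also: extracellular domain of Rv3671c used as enzyme; 0% = enzyme with DMSO and 100% = no enzyme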
Target sequence (P9WHR9 whole entry, looked up, the tested form may be a part): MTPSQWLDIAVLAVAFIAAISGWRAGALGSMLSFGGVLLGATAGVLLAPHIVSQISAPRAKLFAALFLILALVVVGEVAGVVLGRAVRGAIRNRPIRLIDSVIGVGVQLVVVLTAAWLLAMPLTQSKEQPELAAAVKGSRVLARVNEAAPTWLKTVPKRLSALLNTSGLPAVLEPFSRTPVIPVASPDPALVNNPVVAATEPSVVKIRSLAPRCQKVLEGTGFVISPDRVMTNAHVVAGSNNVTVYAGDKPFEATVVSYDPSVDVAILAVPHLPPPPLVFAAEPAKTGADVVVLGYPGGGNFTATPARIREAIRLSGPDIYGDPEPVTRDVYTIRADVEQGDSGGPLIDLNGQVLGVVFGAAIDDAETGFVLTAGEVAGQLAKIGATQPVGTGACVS
3CLpro inhibitor: SARS-CoV 3CLpro protease inhibitors, primary screen, biochemical, quenched FRET; Replicase polyprotein 1ab (Severe acute respiratory syndrome coronavirus), P0C6X7; recombinant SARS-CoV 3CLpro, quenched FRET peptide cleavage; inhibition, % at 6 µM; actives 0.14% (n = 290,000); in the data active = inhibition above about 12%
An asterisk follows results filed as active; ? = inconclusive; . = no result given. Rule as the data show it, unless noted: active = inhibition above about 30%; inconclusive = no clear call, values can overlap the other calls; inactive = below that.

item	mol	3CLpro inhibitor	MazF activator	BoNT F protease	Anthrax LF prot	Rv3671c inh	VHR inh abs	BoNT-A LC inh2	PrPC TRFRET	CCHFV vOTU inh	PriA SSB inh
1	CC(=O)c1ccc(N2CCN(C(=S)NCCCN(C)C)CC2)cc1	3.8	2.1	-2.5	-1.0	4.9	-15.9	0.0	6.1	-12.7	-8.0
2	Cc1ccc(CS(=O)(=O)Cc2ccc(C(=O)NCc3cccnc3)o2)cc1	-0.6	-6.3	0.1	-6.2	-0.7	1.3	-0.1	-0.2	-19.2	-5.1
3	CCc1nc2c(OCCc3cccc(OC)c3)cccn2c1N(C=O)Cc1ccccc1	.	.	8.3	-3.8	.	.	0.0	0.3	-2.1	.
4	O=C(/C=C/[C@H]1O[C@@H](n2ccc(=O)[nH]c2=O)[C@H](O)[C@@H]1O)NCCN1CCOCC1	.	.	-6.7	-12.3	.	.	-0.8	-5.9	2.8	.
5	O=C(N/N=C\c1ccc([N+](=O)[O-])o1)C1COc2ccccc2O1 (centres undefined)	0.3	-14.1	-6.0	-1.1	-11.2	19.0	-0.2	-26.1	12.3	.
6	COc1cccc(-c2sc3ccccc3c2-c2ccc(OCCN3CCOCC3)cc2)c1	.	1.1	2.2	-0.3	0.0	.	-0.4	-18.1	6.1	3.4
7	O=C(/C=C/c1ccccc1Cl)NNC(=O)c1cccs1	2.0	5.0	-2.6	-4.2	-2.6	14.1	-0.2	-5.7	-5.7	-5.2
8	CCc1ccccc1S(=O)(=O)Cc1ccc(C(=O)N2CCN(c3ccccn3)CC2)o1	-1.9	-0.6	-3.7	-3.4	0.1	-43.5	0.1	4.2	-3.5	0.8
9	O=C(CN1C(=O)c2ccccc2S1(=O)=O)NCCC1=CCCCC1	1.7	-6.0	-16.4	4.3	-1.4	-7.5	-0.9	2.1	2.0	-11.4
10	O=C(Nc1cccc(-n2cnnn2)c1)c1ccco1	-5.8	2.0	-6.0	2.8	-8.3	8.4	0.1	-0.1	-13.1	0.1
11	CC1(C(=O)NS(=O)(=O)c2cccc(C#N)c2)CCN1C(=O)c1cccc2ccccc12 (centres undefined)	.	.	-10.2	-2.2	.	.	-0.5	5.3	6.2	.
12	CCCCn1nnnc1C(c1ccccc1)N1CCN(C(=O)C2CCCO2)CC1 (centres undefined)	.	.	-1.5	-4.3	.	.	0.1	3.8	-2.4	.
13	Cc1ccc(NC2CC(=O)N(c3ccc(N4CCCCC4)cc3)C2=O)cc1 (centres undefined)	-0.5	4.2	-2.3	-1.3	0.1	8.5	-1.4	0.8	11.3	8.7
14	C#CCOCCOCCOCCNc1nc(N2CCN(C(=O)[C@H](CCCCN)n3cc(CC(C)O)nn3)CC2)nc(N2CCN(C(=O)[C@H](CCCCN)n3cc(CC(C)O)nn3)CC2)n1 (some centres undefined)	.	2.7	-4.5	-0.8	-3.0	.	-0.5	4.0	0.7	6.6
15	CC1=NNC(=O)C1Cc1ccc(F)cc1 (centres undefined)	1.4	3.8	?	3.2	3.4	20.1	-1.8	-4.9	0.7	-1.0

Whole records, quoted from the list.
Results for `CCc1nc2c(OCCc3cccc(OC)c3)cccn2c1N(C=O)Cc1ccccc1` : 3CLpro inhibitor = .; MazF activator = .; BoNT F protease = 8.3; Anthrax LF prot = -3.8; Rv3671c inh = .; VHR inh abs = .; BoNT-A LC inh2 = 0.0; PrPC TRFRET = 0.3; CCHFV vOTU inh = -2.1; PriA SSB inh = .
Results for `Cc1ccc(CS(=O)(=O)Cc2ccc(C(=O)NCc3cccnc3)o2)cc1` : 3CLpro inhibitor = -0.6; MazF activator = -6.3; BoNT F protease = 0.1; Anthrax LF prot = -6.2; Rv3671c inh = -0.7; VHR inh abs = 1.3; BoNT-A LC inh2 = -0.1; PrPC TRFRET = -0.2; CCHFV vOTU inh = -19.2; PriA SSB inh = -5.1

More entries:
item	mol	3CLpro inhibitor	MazF activator	BoNT F protease	Anthrax LF prot	Rv3671c inh	VHR inh abs	BoNT-A LC inh2	PrPC TRFRET	CCHFV vOTU inh	PriA SSB inh
16	CCCc1nnc(NC(=O)CCC(=O)N2CCC3(CC2)OCCO3)s1	5.1	-1.0	1.0	-0.1	5.4	23.3	-0.2	-2.9	-1.5	-9.9
17	Cc1ccc(N2CCN(C(=O)c3cccc([N+](=O)[O-])c3)CC2)cc1Cl	5.0	4.3	0.3	-1.1	-6.9	13.0	-0.2	1.6	18.1	7.7
18	CCc1ccc2c(CN3CCN(S(=O)(=O)c4ccc5c(c4)OCCO5)CC3)cc(=O)oc2c1	3.0	-2.8	-2.1	-1.0	-9.0	18.7	0.7	-3.5	0.9	-6.5
19	O=c1cnc2cc([N+](=O)[O-])ccc2[nH]1	3.6	-3.4	0.1	-1.3	-5.0	18.5	0.7	-15.2	14.3	8.8
20	CCOC(=O)CN(C)S(=O)(=O)c1ccc(-c2cc(C(=O)OC)sc2C(F)(F)F)cc1	0.7	-13.0	.	.	-10.1	2.6	.	-9.0	5.3	-5.0
21	COC(=O)NNC(=O)COc1ccc(Cl)cc1	4.3	2.6	0.1	2.5	1.7	-3.4	?	.	.	-8.7
22	CCOc1ccc(C2C(C#N)=C(N)N(N(C)C)C3=C2C(=O)CCC3)cc1 (centres undefined)	-2.9	1.6	-19.3	5.3	-1.9	-6.7	-2.5	8.4	16.2	14.6
23	Cc1cc(O)ccc1-c1cnc2ccccc2n1	-3.9	-0.7	-4.1	1.6	2.4	0.3	0.7	-13.7	15.0	-19.6
24	OC[C@@H]1CN(Cc2cccnc2)C[C@H](n2cnc3c(N4CCN(c5ccccc5)CC4)ncnc32)O1	.	.	-2.7	-4.8	.	.	0.1	4.9	11.3	.
25	CC[N+]1=C(C)C(C)(C)c2cc(C)ccc21	6.8	-6.8	-22.6	4.9	-320.5	19.9	18.3	17.2	1.0	52.3*
26	CC(=O)N/N=C/c1cc2c(cc1[N+](=O)[O-])OCO2	5.2	12.0	-0.7	-4.2	1.4	5.3	-0.1	-50.3	10.9	.
27	CSc1ncc(Cl)c(C(=O)Nc2nnc(SC/C=C/c3ccccc3)s2)n1	1.5	-3.9	-1.7	-6.2	-8.3	17.1	0.0	-1.5	1.4	3.6
28	CC1(C)CC(O)(CNCc2ccc3c(c2)OCO3)CCO1 (centres undefined)	5.9	7.1	-14.5	2.3	2.0	42.0	-0.5	-5.5	-1.2	2.7
29	CCc1nc2nc(C)c(NS(=O)(=O)c3ccc(Cl)s3)c(=O)n2[nH]1	0.9	11.6	-11.7	13.0	-3.0	15.3	-0.2	-9.1	2.3	9.8
30	O=C(CC1Sc2ccccc2NC1=O)Nc1cccc(-c2nnc3n2CCCCC3)c1 (centres undefined)	1.0	4.2	-4.6	-1.7	-6.7	.	0.5	3.3	4.3	-1.8
31	O=C(CNS(=O)(=O)c1ccccc1)NCc1ccccn1	4.1	0.6	-2.6	-0.2	2.0	10.0	0.1	0.1	-62.4	-7.3
32	O=C(N/N=C/c1ccc2c(c1)OCO2)C1CC1	-4.2	-2.1	10.3	-2.9	-9.2	10.5	0.6	-4.5	19.6	.
33	Cc1ccc(-n2cnc3scc(-c4cccs4)c3c2=O)cc1	3.4	1.1	2.1	-1.1	3.2	-13.6	-0.3	-4.5	0.5	-26.1
34	CN(C)c1ncc([N+](=O)[O-])cc1C(F)(F)F	-2.5	-6.7	.	.	1.7	9.1	.	-1.7	-14.2	-6.6
35	COc1cc(/C=C(/C#N)C(=O)NCc2ccccc2)cc(OC)c1OC	4.1	1.8	.	.	-0.6	16.5	.	-5.8	-6.5	-7.8
36	CCCCN1C(=O)NC2NC(=O)NC21 (centres undefined)	0.3	-0.3	-36.1	0.7	-3.0	39.7	-0.9	0.4	-7.8	-4.3
37	O=C(CC1(O)CCCCC1)OC1CCCC1	.	2.5	-6.9	-4.8	.	.	-0.3	.	.	-8.7
38	CNC(=O)/C(C#N)=C/c1c(N2CC(C)OC(C)C2)nc2ccccn2c1=O (centres undefined)	6.0	1.5	7.8	1.6	-9.2	1.5	0.2	-18.8	-69.0	2.6
39	CNC(=O)Oc1ccc2c(c1)C(=O)c1ccccc1CO2	2.2	6.6	-19.4	-2.6	3.3	32.7	-0.3	-6.4	9.2	6.2
40	COc1ccc(C(=O)NC(=S)N(C)Cc2ccccc2)cc1Br	5.1	-0.6	-10.9	-4.9	5.5	26.9	-1.5	9.1	-7.8	-10.0
41	COc1ccccc1NS(=O)(=O)c1cc(NC(=O)c2[nH]c(C)c(C(C)=O)c2C)ccc1N1CCOCC1	-0.2	-15.0	.	.	-93.9	33.9	.	-5.7	2.9	3.5
42	CCCCNC(=O)c1c(CSc2ccccc2)noc1C(=O)NCc1ccccc1	.	2.9	-4.1	-2.3	-6.6	-0.3	-0.3	-4.7	21.0	0.5
43	Cc1ccc(CNC(=O)COc2ccc(S(=O)(=O)NC(C)C)cc2)cc1	-4.1	1.1	0.8	-1.6	-8.3	16.1	-0.2	1.8	-13.3	-9.6
44	Cc1cccc(C)c1Nc1nnc(SCC(=O)c2ccc3c(c2)NC(=O)CO3)s1	4.2	-8.0	-9.2	-2.6	-9.3	-4.8	-0.5	0.5	5.1	11.9
45	COC(=O)/C(=C\Nc1ccc(Oc2ccc(F)cc2F)nc1)NC(=O)c1ccccc1	1.2	-1.8	.	.	-9.8	31.6	.	3.3	3.8	.
46	C=CCN1C(=O)C2C(C(=O)NC)C3C=CC2(O3)C1C(=O)NCc1ccc(OC)cc1 (centres undefined)	4.5	1.2	2.9	-1.4	-2.9	15.3	-0.7	-2.9	-3.9	-7.1
47	CCOC1=NC(C(=O)O)c2ccccc2/C(=C(/C)Cl)N1 (centres undefined)	6.7	-5.4	-0.2	2.8	3.4	-4.4	-0.3	3.6	10.5	-8.0
48	Cc1ccc(C(=O)Nc2cccnc2)cc1NC(=O)c1ccco1	0.6	18.3	-3.2	-7.0	-1.3	-5.8	-1.2	-2.0	-6.8	-12.4
49	O=C(CCc1nc2ccccc2c(=O)[nH]1)NCc1cccc(Cl)c1	-3.6	-2.3	2.2	-0.8	-6.7	0.5	-0.9	-0.4	7.4	-6.8

Only part of the results is shown. The share of hits here may be higher or lower than overall.
